From PubChem
Bfl-1 Bim block = inhibitors of Bim binding to Bfl-1, primary screen, biochemical, multiplexed, bead-based flow cytometry; Bcl-2-related protein A1 (Homo sapiens), Q16548; Bim-Bfl-1 binding inhibition; inhibition, % at 10 µM; 190,000 compounds, 0.12% hits; AID 1008, 2008;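 further: 0% = wells without compound plus tracer and 100% = blocker peptide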
ABCB1 inh = ABCB1 efflux pump inhibitors, primary screen, cell-based, multiplex, flow cytometry, ABCG2 counter-screen | CCRF-Adr cells, JC-1 efflux | inhibition, % at 6.6 µM | 190,000 compounds, 0.067% hits; in the data active means inhibition above about 40%;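 further: 0% = vehicle and 100% = reference inhibitor; higher value means more JC-1 retained so stronger ABCB1 efflux block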
RGS4-Gao reg = modulators of RGS4 binding to Galphao, primary screen, biochemical, multiplexed bead flow cytometry | AID 1415, 2008 | actives lie on both sides | binding response (% of control), % at 10 µM | Guanine nucleotide-binding protein G(o) subunit alpha (Homo sapiens), P09471 | 220,000 compounds, 0.33% hits; in the data active means binding response below about 49% or above about 150%; inactive means in between;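 further: fluorescent Galphao activated with aluminum fluoride binding bead-coupled RGS4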
Bcl-2 Bim block = inhibitors of Bim-Bcl-2 binding, primary screen, biochemical, multiplexed, human Bcl-2 family. 190,000 compounds, 0.06% hits. Bead-based flow cytometry, Bim peptide-Bcl-2 binding. Apoptosis regulator Bcl-2 (Homo sapiens), P10415. AID 950, 2007. inhibition, % at 10 µM; in the data active means inhibition above about 40%; inconclusive means no clear call, values can overlap the other calls;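 further: 0% = no compound wells with probe peptide and 100% = reference peptide inhibitor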
Target sequence (P10415 whole entry, looked up): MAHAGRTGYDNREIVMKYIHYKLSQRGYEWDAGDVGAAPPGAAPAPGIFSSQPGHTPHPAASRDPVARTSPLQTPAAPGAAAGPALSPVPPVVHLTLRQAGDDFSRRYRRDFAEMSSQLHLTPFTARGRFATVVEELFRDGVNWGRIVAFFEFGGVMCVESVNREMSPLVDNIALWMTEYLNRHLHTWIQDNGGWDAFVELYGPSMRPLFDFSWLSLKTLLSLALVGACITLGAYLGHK
Bcl-B Bim block = inhibitors of Bim-Bcl-B binding, primary screen, biochemical, multiplexed, human Bcl-2 family. Bcl-2-like protein 10 (Homo sapiens), Q9HD36. inhibition, % at 10 µM. AID 951, 2007. 190,000 compounds, 0.073% hits. bead-based flow cytometry, Bim peptide-Bcl-B binding;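 further: 0% = tracer peptide without compound and 100% = reference inhibitor peptide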
Avidin fluor = green autofluorescence of compounds with avidin beads – biophysical, 488/530 nm, flow cytometry, artefact control, profiling panel; compound fluorescence 488/530 nm; stronger effect = higher value; fluorescence (KMESF) at 10 µM; 220,000 compounds, 0.38% hits; in the data active means fluorescence above about 47; further: inactives centre near 10
Bim-Bcl-XL = inhibitors of Bim-Bcl-XL binding, primary screen, biochemical, multiplexed, bead flow cytometry, human Bcl-XL; Bcl-2-like protein 1 (Homo sapiens), Q07817; 190,000 compounds, 0.04% hits; inhibition, % at 10 µM; Bim peptide-Bcl-XL binding, fluorescence
ABCG2 block = ABCG2 efflux pump inhibitors, primary screen, multiplex with ABCB1, IgMXP3 cells, flow cytometry | Broad substrate specificity ATP-binding cassette transporter ABCG2 (Homo sapiens), Q9UNQ0 | JC-1 efflux | inhibition, % at 6.6 µM | 190,000 compounds, 0.1% hits;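 active means inhibition above 80%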;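 further: 0% = DMSO and 100% = nicardipine control wells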
Target sequence (Q9UNQ0 whole entry, looked up): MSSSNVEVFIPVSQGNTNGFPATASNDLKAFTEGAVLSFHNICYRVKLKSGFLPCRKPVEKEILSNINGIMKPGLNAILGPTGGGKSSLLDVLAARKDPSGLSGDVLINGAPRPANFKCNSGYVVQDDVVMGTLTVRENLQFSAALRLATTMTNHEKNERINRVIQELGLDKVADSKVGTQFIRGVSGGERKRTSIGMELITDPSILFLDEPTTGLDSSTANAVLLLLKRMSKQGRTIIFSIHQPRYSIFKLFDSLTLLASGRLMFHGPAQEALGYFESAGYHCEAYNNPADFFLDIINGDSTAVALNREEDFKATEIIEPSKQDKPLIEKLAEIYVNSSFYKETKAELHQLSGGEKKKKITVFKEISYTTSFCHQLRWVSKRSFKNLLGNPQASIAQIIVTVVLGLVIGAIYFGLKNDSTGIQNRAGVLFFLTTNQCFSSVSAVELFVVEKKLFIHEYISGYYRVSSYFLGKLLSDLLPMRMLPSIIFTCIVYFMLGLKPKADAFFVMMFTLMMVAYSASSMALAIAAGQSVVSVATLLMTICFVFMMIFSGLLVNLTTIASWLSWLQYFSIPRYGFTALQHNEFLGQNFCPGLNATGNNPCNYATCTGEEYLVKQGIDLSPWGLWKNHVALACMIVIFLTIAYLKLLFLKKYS
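Assay system – ABCG2 IgMXP3 and barcoded ABCB1 CCRF-Adr cell mix · Input – 3 million cells/mL in well · Reagent – JC-1 fluorescent substrate · Compound – single test compound dose, 6.6 µM final · Timing – 10 min exposure at 25 °C with rotation, no wash · Detection – flow cytometry of retained JC-1 fluorescence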
GSH fluor = compound fluorescence on glutathione beads, profiling panel, artefact control, biophysical, 488/530 nm, flow cytometry; GSH beads flow cytometry, compound fluorescence 488/530 nm; stronger effect = higher value; fluorescence (KMESF) at 10 µM; 190,000 compounds, 0.25% hits; AID 1776, 2009; in the data active means fluorescence above about 89;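 further: glutathione beads carrying GST-tagged Bcl family fusion proteins plus one bare bead set; values are compound well signal with DMSO vehicle wells as background; inactives centre near 16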
RGS7-Gao = RGS7-Galphao binding modulators, primary screen, biochemical, multiplexed bead flow cytometry. Guanine nucleotide-binding protein G(o) subunit alpha (Homo sapiens), P09471. actives lie on both sides. binding response (% of control), % at 10 µM. 220,000 compounds, 0.35% hits; in the data active means binding response below about 49% or above about 150%; inconclusive means no clear call, values can overlap the other calls; inactive means in between;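 further: fluorescent Galphao held in activated GDP-AlF4 state binding bead-coupled RGS7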
Bim-Bcl-W = inhibitors of Bim binding to Bcl-W, primary screen, biochemical, multiplexed, bead-based flow cytometry; 190,000 compounds, 0.02% hits; AID 952, 2007; inhibition, % at 10 µM; Bim peptide-Bcl-W binding;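 further: 0% = bound tracer without compound and 100% = peptide blocker; higher means less fluorescent Bim peptide bound to Bcl-W beads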
Target sequence (Q92843 whole entry, looked up): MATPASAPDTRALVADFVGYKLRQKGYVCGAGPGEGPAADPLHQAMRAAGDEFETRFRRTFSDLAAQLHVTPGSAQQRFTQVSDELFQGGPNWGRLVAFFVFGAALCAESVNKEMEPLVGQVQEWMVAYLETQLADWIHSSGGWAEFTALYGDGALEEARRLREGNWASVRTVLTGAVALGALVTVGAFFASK
Starred values were filed as active, the others as inactive; ? = inconclusive. Unless noted, no stated cut-off is given here; in the data, active means inhibition above about 40%.

SMILES | Bfl-1 Bim block | ABCB1 inh | RGS4-Gao reg | Bcl-2 Bim block | Bcl-B Bim block | Avidin fluor | Bim-Bcl-XL | ABCG2 block | GSH fluor | RGS7-Gao | Bim-Bcl-W
COc1ccc(Nc2ncc3c(n2)CC(c2ccccc2)CC3=O)cc1 (stereo not given) | 0.0 | 1.1 | 101.5 | 0.0 | 1.0 | 22 | -1.0 | 3.3 | 20 | 102.8 | 1.0
COc1ccc(OC)c(N2C(=O)C(Cl)=C(N3CCCCC3)C2=O)c1 | 0.0 | 0.7 | 100.9 | 2.0 | 1.0 | 11 | 0.0 | 1.9 | 6 | 102.9 | 2.0
O=C(Nc1cnn(Cc2ccccc2)c1)c1cc2nc(-c3ccco3)cc(C(F)(F)F)n2n1 | -15.0 | 2.3 | 98.7 | -7.0 | -1.0 | 33 | -5.0 | 38.6 | 25 | 98.8 | 1.0
NC(=O)Cn1nnc(-c2ccc(NC(=O)c3ccc(F)cc3)cc2)n1 | -7.0 | 0.1 | 97.5 | -3.0 | -3.0 | 13 | 0.0 | 5.8 | 12 | ? | -4.0
CC(C)(C)C(=O)Nc1nnc(CSCc2ccccc2F)s1 | -6.0 | 0.2 | 100.5 | -6.0 | -2.0 | 4 | -12.0 | 1.7 | 43 | 97.8 | -2.0
COc1ccc(/C(N)=N/OC(=O)Cc2cccs2)cc1OC | 3.0 | 0.4 | 108.8 | -1.0 | -2.0 | 7 | -1.0 | 12.5 | 10 | 109.8 | 0.0
COc1ccc(OCC(O)CNC(=O)c2ccc(OC)cc2)cc1 (stereo not given) | -5.0 | 0.2 | 94.7 | 1.0 | -7.0 | 6 | -3.0 | 8.1 | 22 | 91.8 | -2.0
CCCCN(Cc1ccccc1)S(=O)(=O)c1ccc2[nH]c(=O)oc2c1 | -6.0 | 0.6 | 99.5 | -2.0 | -4.0 | 14 | -4.0 | 4.5 | 66 | 98.8 | -3.0
COc1ccc(-c2csc(N3C(=O)CNC3=S)n2)cc1 | -6.0 | 0.2 | 94.8 | -3.0 | -7.0 | 13 | -6.0 | 4.9 | 12 | 94.0 | -5.0
Cc1cc(SCC(=O)NC(=O)NCc2ccco2)nc2c(C)cccc12 | -7.0 | 0.2 | 97.6 | -7.0 | -12.0 | 12 | 0.0 | 1.5 | 38 | 96.7 | -1.0
CCCOc1ccc(NC(=O)C2OC3OC(C)(C)OC3C3OC(C)(C)OC23)cc1 (stereo not given) | -1.0 | -0.7 | 93.4 | -2.0 | -9.0 | 9 | -10.0 | -11.8 | 24 | 102.1 | -3.0
COc1cccc(C(c2sc3ncnn3c2O)N2CCN(C(=O)c3ccco3)CC2)c1 (stereo not given) | -8.0 | 0.4 | 100.7 | -8.0 | -6.0 | 8 | -1.0 | 0.1 | 12 | 100.9 | -1.0
COc1ccc(CNC(=O)C2CCCN(S(=O)(=O)c3cc(C)ccc3OC)C2)cc1 (stereo not given) | -10.0 | 2.9 | 90.5 | -10.0 | -5.0 | 15 | -5.0 | 1.6 | 38 | 90.9 | 0.0
CN(C)c1nc(-c2ccccc2)ncc1S(=O)(=O)c1ccccc1 | -5.0 | 1.8 | 94.3 | -1.0 | -3.0 | 7 | -2.0 | 6.8 | 20 | 91.4 | -2.0
CCc1ccc(NC(=O)c2ccc3c(c2)C(=O)N(CCOC)C3Nc2ccc(CC)cc2)cc1 (stereo not given) | -3.0 | -0.3 | 99.3 | -1.0 | -4.0 | 6 | -5.0 | 0.1 | 13 | 103.7 | -6.0
COc1cc(/C=N/N=C(/N)c2nonc2N)cc(Br)c1OCc1ccccc1C | -12.0 | 0.2 | 97.6 | -9.0 | -5.0 | 12 | -2.0 | 2.2 | 12 | 98.0 | -2.0
COc1cc(NC(=O)c2ccc(Br)o2)ccc1NC(=O)c1ccccc1Cl | -16.0 | 5.3 | 97.3 | -9.0 | -9.0 | 20 | -5.0 | 15.6 | 33 | 101.9 | 0.0
N/C(=N\OC(=O)Cc1ccc(-c2ccccc2)cc1)c1ccccn1 | 7.0 | -0.3 | 103.5 | 16.0 | 0.0 | 20 | 6.0 | -0.4 | 24 | 99.7 | 6.0
Cc1cc(C(=O)CN2CCCCC2)c(C)n1-c1ccc(F)cc1 | 2.0 | 0.0 | 100.8 | 1.0 | -2.0 | 10 | -4.0 | 2.7 | 19 | 99.2 | -3.0
O=C(Nc1ccccc1N1CCN(c2ccc(F)cc2)CC1)c1ccccc1 | 0.0 | -0.2 | 100.3 | -3.0 | 0.0 | 5 | 0.0 | 0.2 | 11 | 101.4 | -2.0
O=C(c1cccc(S(=O)(=O)N2CCOCC2)c1)N1CCOCC1 | -5.0 | 0.1 | 103.2 | -1.0 | -2.0 | 35 | -4.0 | 1.4 | 48 | 99.4 | -2.0
CCOC(=O)c1c(-c2ccc(OCC)cc2)csc1NC(=O)CCN1C(=O)c2ccccc2C1=O | -4.0 | 4.4 | 94.8 | -3.0 | -6.0 | 10 | -6.0 | 52.3 | 12 | 94.5 | -2.0
N#CCSc1nc2ccccc2c(=O)n1CCCC(=O)NCC1CCCO1 (stereo not given) | -7.0 | 0.2 | 100.5 | -2.0 | 1.0 | 11 | 0.0 | 8.8 | 13 | 98.1 | 1.0
Cc1cc(C)c2nc3c(c(C(=O)O)c2c1)CCC3 | -5.0 | 0.0 | 108.5 | -3.0 | 0.0 | 20 | -3.0 | 0.2 | 9 | 113.0 | 0.0
NS(=O)(=O)c1ccc(NC(=O)COC(=O)CCC2CCCC2)cc1 | -6.0 | 0.5 | 97.6 | -7.0 | -2.0 | 5 | 0.0 | 0.7 | 10 | 91.6 | 0.0
Cc1ccc(C)n1-n1cnc2scc(-c3cccs3)c2c1=O | -11.0 | 0.3 | 100.2 | 1.0 | -6.0 | 11 | -15.0 | 0.4 | 54 | 94.8 | 4.0
Cc1ccc(C(=O)NCCc2ccc(S(N)(=O)=O)cc2)o1 | -3.0 | 0.7 | 98.4 | 1.0 | 0.0 | 10 | 0.0 | 3.5 | 18 | 101.8 | 1.0
N#CCCN(Cc1cccnc1)S(=O)(=O)c1ccc(S(=O)(=O)NC2CCCCC2)cc1 | 1.0 | 0.6 | 97.3 | 3.0 | 3.0 | 3 | 5.0 | 1.6 | 42 | 101.7 | 4.0
O=C(Nc1ccc(Cl)cc1C(=O)Nc1ccc(Br)cn1)c1ccco1 | -13.0 | 1.2 | 99.9 | -10.0 | -12.0 | 12 | -7.0 | 6.3 | 30 | 100.8 | -2.0
COc1ccc2[nH]c(=O)c(CNc3ccccc3)cc2c1 | -5.0 | 0.4 | 93.7 | 1.0 | -5.0 | 10 | -5.0 | 16.9 | 22 | 92.7 | 1.0
O=C(O)CN1C(=O)SC(Nc2ccccc2)C1=O (stereo not given) | 7.0 | -0.7 | 86.7 | 7.0 | 3.0 | 4 | 0.0 | -2.3 | 63 | 91.0 | -6.0
CCCCCn1c(CCNC(=O)c2cccs2)nc2ccccc21 | -9.0 | 1.2 | 99.0 | -9.0 | -8.0 | 11 | -4.0 | 15.7 | 11 | 100.2 | 1.0
O=C(NCCc1ccccn1)c1ccc(COc2ccccc2)o1 | -15.0 | 0.3 | 105.4 | -11.0 | -9.0 | 10 | -3.0 | 7.0 | 12 | 103.4 | 2.0
O=C(CN1C(=O)c2cccc3cccc1c23)N1CCN(Cc2ccc3c(c2)OCO3)CC1 | 10.0 | 1.6 | 103.4 | 26.0 | 6.0 | 20 | 14.0 | 1.7 | 20 | 103.5 | 8.0
CCC(=O)c1ccccc1OCCN1CCN(CC)CC1 | 0.0 | 0.7 | 103.8 | 4.0 | 1.0 | 13 | 0.0 | 1.3 | 35 | 104.7 | 1.0
Cc1ccc(C)c2[nH]c(=O)c(CN(CCN3CCCC3)C(=O)Nc3cccc(Cl)c3)cc12 | 0.0 | 2.8 | 106.3 | 2.0 | -1.0 | 13 | -1.0 | 3.5 | 17 | 103.0 | 0.0
CCCCN(C)C(=O)c1ccc2c(c1)N(CC)C(=O)c1ccccc1S2(=O)=O | -10.0 | 0.6 | 101.8 | -7.0 | -10.0 | 20 | -9.0 | 2.2 | 14 | 102.6 | -4.0
C=CCNC(=S)Nc1ccc2nsnc2c1 | 1.0 | -0.2 | 99.3 | -1.0 | -11.0 | 1 | 0.0 | 0.0 | 4 | 99.0 | 1.0
CC1CCN(S(=O)(=O)c2ccc3ncn(CC(=O)N(C)C4CCCCC4)c(=O)c3c2)CC1 | -5.0 | 0.7 | 96.2 | -6.0 | -4.0 | 14 | -6.0 | 1.8 | 15 | 102.4 | -2.0
CCCCNC(=O)CC(C(=O)N1CCc2ccccc21)n1ccnc1 (stereo not given) | -2.0 | 0.3 | 96.9 | -1.0 | -1.0 | 15 | 0.0 | 1.1 | 14 | 92.0 | -3.0
COc1cc(OC)c(C(=O)Nc2ccc(S(=O)(=O)Nc3ncccn3)cc2)cc1OC | -1.0 | 0.5 | 98.3 | -1.0 | 0.0 | 31 | -4.0 | 5.3 | 12 | 95.1 | 0.0
CCC(C)NC(=O)CCC(=O)Nc1ccc2nc(N3CCOCC3)cc(C)c2c1 (stereo not given) | 5.0 | 0.4 | 106.5 | 1.0 | 1.0 | 24 | 0.0 | 4.0 | 11 | 109.1 | 0.0
CCc1nccn1Cc1cc(C=O)ccc1OC | -3.0 | 0.0 | 99.5 | 0.0 | -5.0 | 6 | -4.0 | 0.9 | 22 | 99.0 | -4.0

Record cards, as listed above.
CCC(C)NC(=O)CCC(=O)Nc1ccc2nc(N3CCOCC3)cc(C)c2c1 (stereo not given) as listed: Bfl-1 Bim block = 5.0; ABCB1 inh = 0.4; RGS4-Gao reg = 106.5; Bcl-2 Bim block = 1.0; Bcl-B Bim block = 1.0; Avidin fluor = 24; Bim-Bcl-XL = 0.0; ABCG2 block = 4.0; GSH fluor = 11; RGS7-Gao = 109.1; Bim-Bcl-W = 0.0
CCc1nccn1Cc1cc(C=O)ccc1OC as listed: Bfl-1 Bim block = -3.0; ABCB1 inh = 0.0; RGS4-Gao reg = 99.5; Bcl-2 Bim block = 0.0; Bcl-B Bim block = -5.0; Avidin fluor = 6; Bim-Bcl-XL = -4.0; ABCG2 block = 0.9; GSH fluor = 22; RGS7-Gao = 99.0; Bim-Bcl-W = -4.0

Sorted by value in Bfl-1 Bim block (high to low): 4 of the compounds above.
SMILES,Bfl-1 Bim block
CCC(C)NC(=O)CCC(=O)Nc1ccc2nc(N3CCOCC3)cc(C)c2c1 (stereo not given),5.0
COc1cc(OC)c(C(=O)Nc2ccc(S(=O)(=O)Nc3ncccn3)cc2)cc1OC,-1.0
CCCCNC(=O)CC(C(=O)N1CCc2ccccc21)n1ccnc1 (stereo not given),-2.0
CC1CCN(S(=O)(=O)c2ccc3ncn(CC(=O)N(C)C4CCCCC4)c(=O)c3c2)CC1,-5.0
